Screening data: PubChem BioAssay, National Center for Advancing Translational Sciences (NCATS)
RXFP1 antag: RXFP1 (human) relaxin receptor antagonism; actives 0.59% (n = 350,000); Q9HBX9; HEK293-RXFP1, relaxin-stimulated cAMP HTRF, 30 min; stronger effect = lower value; activity change, negative = inhibition, % at 57.5 µM;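 active = activity change of -60% or lower, but not beyond a set lower limit; inconclusive = change between -60% and -40%, or beyond the set limit; inactive = change above -40%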; note: % is set by controls: 0 for no effect and ±100 for the full control effect
D1 PAM: potentiators of human D1 dopamine receptor; HEK293 TREx D1 cells, calcium flux, dopamine EC20 potentiation; potentiation, % at 10 µM; actives 0.036% (n = 360,000); in the data active = potentiation above about 30%; note: 0% is about no effect
TRHR enhancer: TRH receptor (human) allosteric enhancement. TRHR cells, fluo-8 calcium fluorescence, EC20 TRH enhancement. P34981. enhancement, % at 2 µM. AID 493056. actives 0.66% (n = 360,000); in the data active = enhancement above about 30%; note: 0% is about no effect
Target sequence (P34981 whole entry, looked up): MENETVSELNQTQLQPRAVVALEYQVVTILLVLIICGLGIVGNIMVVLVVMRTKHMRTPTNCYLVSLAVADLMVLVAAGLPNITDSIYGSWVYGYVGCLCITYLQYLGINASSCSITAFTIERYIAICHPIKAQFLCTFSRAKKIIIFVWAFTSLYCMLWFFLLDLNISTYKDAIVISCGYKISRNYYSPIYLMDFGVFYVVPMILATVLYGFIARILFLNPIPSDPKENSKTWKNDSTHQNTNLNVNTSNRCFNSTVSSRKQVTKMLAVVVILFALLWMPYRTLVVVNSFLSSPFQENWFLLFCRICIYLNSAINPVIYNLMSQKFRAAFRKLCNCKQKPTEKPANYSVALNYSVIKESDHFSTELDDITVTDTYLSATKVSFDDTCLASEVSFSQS
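Enhancer read-out: after compound pinning and an initial kinetic agonist-mode read, an EC20 of TRH (10 nM final) was injected and fluo-8 calcium signal (Ex 480/Em 530) followed at 1 s/cycle for 100 cycles in TRHR-expressing cells.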
D1 ag: activates the human D1 dopamine receptor | P21728 | HEK293 T-REx D1 cells, calcium flux, agonist mode | activation, % at 2 µM | actives 1% (n = 360,000); in the data active = activation above about 30%; note: 0% is about no effect
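Inducible HEK293 T-REx D1 cells, force-coupled to calcium signalling, were plated at 4000 cells/well with tetracycline and held overnight at 30 C. After no-wash calcium dye loading, compound-evoked calcium rise over 180 s flagged agonists.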
TRHR ag: TRH receptor (human) agonism; activation, % at 2 µM; TRHR cells, calcium flux fluo-8, FDSS agonist mode; actives 0.18% (n = 360,000); in the data active = activation above about 30%; note: 0% is about no effect
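Fluo-8-loaded TRHR cells; 10 s baseline, compound added, kinetic Ca2+ fluorescence read 1/s, agonist mode.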
RXFP1 agonist: agonists of human relaxin receptor RXFP1 | actives 0.3% (n = 370,000) | AID 2676 | Potency, µM (highest dose often 57.5 µM), for inactives: at the top dose activation, hits mostly activators | Q9HBX9 | HEK293T-RXFP1 cAMP TR-FRET, 30 min; response scale: percent of porcine relaxin response, buffer zero; note: potency is the fitted concentration of half-maximal effect; % is set by controls: 0 for no effect and ±100 for the full control effect; nearly all actives have a fitted effect of over 60% in size; many of its hits are not listed in these tables
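cAMP rise read by TR-FRET after 30 min, 37C compound exposure (up to 58 uM) in RXFP1-transfected HEK293 cells with Ro 20174 present. EC50 from Hill-equation fits, with 29 nM porcine relaxin as 100% and buffer as basal.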
D1 antag: human D1 dopamine receptor antagonism; HEK293 TREx D1 cells, calcium flux, dopamine EC80; stronger effect = lower value; AID 504652; activity change, negative = inhibition, % at 10 µM; actives 3.2% (n = 360,000); in the data active = activity change below about -30%; note: % is set by controls: 0 for no effect and ±100 for the full control effect
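Tetracycline-induced HEK293 T-REx cells with force-coupled D1 receptor were loaded with a no-wash calcium dye. Compound was added after a 10 s baseline and read kinetically for 180 s; EC80 dopamine was then added and calcium flux followed another 180 s.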
Apoferritin bind: candidate novel general anesthetic via apoferritin binding. apoferritin/1-aminoanthracene competitive binding, fluorescence. Potency, µM (highest dose often 77.5 µM), without a hit: top-dose activity change, negative = displacement, most hits filed as inhibitors. actives 0.074% (n = 350,000); note: potency is the fitted concentration of half-maximal effect; % is set by controls: 0 for no effect and ±100 for the full control effect; nearly all actives have a fitted effect of over 20% in size
Target sequence (P02791 2-175 limits assumed): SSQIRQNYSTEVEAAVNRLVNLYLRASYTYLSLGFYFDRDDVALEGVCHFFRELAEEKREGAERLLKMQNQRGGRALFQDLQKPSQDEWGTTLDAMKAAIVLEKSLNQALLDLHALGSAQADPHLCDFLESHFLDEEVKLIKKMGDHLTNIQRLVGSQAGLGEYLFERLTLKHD
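10 uM apoferritin + 50% sat. 1-AMA, PBS; cpd 10 min RT; Ex380/Em535 endpoint; normalized to free probe vs complex; 4-param Hill fit; propofol titration as pos. ctrl.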
D2 potentiator: D2 dopamine receptor (human) potentiation. P14416. HEK293 T-REx D2, calcium flux, EC20 dopamine potentiation. potentiation, % at 10 µM. actives 0.34% (n = 340,000). AID 485347;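 active = potentiation over 3 SD above the plate norm, cut at about 30% in these data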; note: 0% is about no effect
Target sequence (P14416 whole entry, looked up): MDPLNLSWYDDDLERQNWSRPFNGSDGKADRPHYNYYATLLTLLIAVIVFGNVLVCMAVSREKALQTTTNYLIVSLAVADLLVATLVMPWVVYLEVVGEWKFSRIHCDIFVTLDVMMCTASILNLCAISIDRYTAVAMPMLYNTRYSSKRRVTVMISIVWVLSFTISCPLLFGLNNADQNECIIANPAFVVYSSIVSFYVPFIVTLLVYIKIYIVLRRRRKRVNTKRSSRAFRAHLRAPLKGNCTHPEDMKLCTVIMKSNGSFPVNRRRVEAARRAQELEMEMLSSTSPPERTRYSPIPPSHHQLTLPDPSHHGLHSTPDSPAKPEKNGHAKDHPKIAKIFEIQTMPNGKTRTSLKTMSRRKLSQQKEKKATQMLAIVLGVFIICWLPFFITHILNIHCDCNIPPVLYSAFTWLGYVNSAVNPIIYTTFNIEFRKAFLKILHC
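Primary screen. Calcium kinetics in induced HEK293 T-REx D2 cells: compound pre-addition 180 s, EC20 dopamine, 180 s more.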
* marks the source's active call; other numbers are inactive results; ? = inconclusive; . = no result given; [ ] = another dose, or the depositor's remark. Unless noted, calls come from the whole dose curve; as a rule, active = well fitted curve in the direction sought with a large enough effect; inconclusive = small, poorly fitted or top-dose-only effect, or another doubt; inactive = no such curve, though single readings can be large; an effect the other way counts as inactive or inconclusive. An excerpt; the hit share may differ from the screen's.

SMILES | RXFP1 antag | D1 PAM | TRHR enhancer | D1 ag | TRHR ag | RXFP1 agonist | D1 antag | Apoferritin bind | D2 potentiator
Cc1ccc2nc(C)cc(C(=O)N/N=C/c3ccncc3)c2c1 | 9 | -8 | -6 | 0 | -0.1 | -2.2% | -16 | -3% | -1
COc1ccc(/C(C)=N/NC(=O)c2ccccc2N)cc1 | -4 | -6 | 23 | 0 | 0.1 | -0.5% | -1 | -2% | 4
COc1ccc(C[C@H]2CN3C(=NC[C@@H]3Cc3ccccc3)N2CCNC(=O)CCC2CCCCC2)cc1 | . | 2 | -5 | 3 | -0.3 | 1.6% | -16 | -18% | -13
Cc1[nH]c2ccc(C(=O)NC3CCC(C)CC3)cc2c1C (stereo unspecified) | 4 | -8 | 5 | 1 | 0.2 | -1.5% | -2 | 7% | 2
Cc1cn2c(=O)cc(COC(=O)c3cccc(NC(=O)COc4ccccc4)c3)nc2s1 | -2 | -1 | -8 | 0 | -0.8 | 20% | -10 | 0% | 0
Cc1ccccc1CN1CCC(CNc2ncnc3onc(-c4ccc(F)cc4)c23)CC1 | -3 | 6 | 36* | 2 | -1.7 | 1.6% | 19 | 41%[activator] | 4
O=C(NCc1ccc2c(c1)OCO2)C1CCCN1C(=O)Nc1cccc(F)c1 (stereo unspecified) | -2 | -4 | -1 | -2 | 0.1 | 1.4% | 7 | 2% | 5
Nc1nc(C2CC(=O)OC23CCCCC3)cs1 (stereo unspecified) | 6 | -6 | -2 | -1 | -0.6 | 1.5% | -10 | 1% | 20
COc1ccc(N2CCN(C(=O)CNS(=O)(=O)c3ccc(C)c(C)c3)CC2)cc1 | -22 | 0 | -1 | 1 | -1.9 | 1.2% | 16 | -8% | 10
COc1ccc(N(CCCN2C(=O)c3cccc4cccc(c34)C2=O)C(=O)c2ccncc2)cc1 | 6 | -2 | -2 | 2 | 2.4 | 3.2% | -9 | ? | 2
COC(=O)c1ccc(C(=O)OC)c(NC(=O)C2CCCO2)c1 (stereo unspecified) | -8 | 3 | 3 | 7 | -0.4 | -0.4% | 9 | -4% | 17
CCOC(=O)C1C(=O)NC(c2ccccc2)=NC1c1ccc(Cl)cc1 (stereo unspecified) | 12 | 0 | -3 | 1 | 0.2 | -1.2% | -11 | 3% | 0
CCOC(=O)c1ccc(NC(=O)CN2C(=O)CNC2=O)cc1 | -8 | -3 | 1 | -3 | 0.3 | -2.7% | 9 | 1% | 20
COC(=O)c1ccccc1NC(=O)NC1CCN(Cc2ccccc2)CC1 | -16 | -3 | -7 | 5 | -0.4 | 1.0% | -1 | -1% | -19
COc1ccc(CC(C)Nc2cccc(SC)c2)cc1 (stereo unspecified) | -4 | 4 | -3 | 2 | 0.5 | 0.0% | -1 | -22% | 0
C[C@@H](NC(=O)[C@@H]1Cc2ccccc2CN1C(=O)OC(C)(C)C)C(=O)NC1CCCC1 | 8 | -1 | -5 | 0 | -0.8 | -2.0% | -40* | 32%[activator] | -5
CCC(NS(=O)(=O)c1ccc(OC)cc1)C(=O)NCCc1ccccc1 (stereo unspecified) | -17 | -5 | -4 | 0 | -0.4 | -2.4% | 12 | 2% | 7
CC(=O)Nc1ccc(S(=O)(=O)N2CCN=C2c2ccccc2)cc1 | 0 | -3 | -4 | 2 | 3.4 | -0.8% | -9 | -14% | 7
CC(C)(C)n1ncc2c(=O)n(Cc3c(F)cccc3Cl)cnc21 | -13 | -2 | -5 | 8 | -0.5 | -1.1% | -15 | -22% | 2
Cc1ccc(S(=O)(=O)CCC(=O)Nc2nc(-c3ccncc3)cs2)cc1 | -28 | -4 | 3 | 2 | 1.1 | 3.1% | -11 | -7% | 5
Cc1cc(N2CCOCC2)nc(SCC(=O)OCc2ccccc2)n1 | -11 | 6 | -2 | 2 | -0.5 | 0.0% | 3 | -7% | 3
CCN(CC(=O)Nc1ccc(OC)cc1)C(=O)Cc1cccs1 | -4 | -4 | -5 | 0 | -0.2 | 0.2% | -10 | . | -1
CCC12CC3CC(C1)CC(C(=O)NNC(N)=O)(C3)C2 | 3 | -1 | -1 | 2 | 0.7 | -0.1% | 4 | ? | -1
COc1cc(OC)c(NC(=O)Nc2c(C)n(C)n(-c3ccccc3)c2=O)cc1Cl | -12 | 3 | 10 | 0 | 0.2 | 0.5% | 2 | -7% | -9
CCc1ccccc1NC(=O)c1cccc(N2C(=O)C3C4CCC(C4)C3C2=O)c1 (stereo unspecified) | -8 | -2 | -2 | 3 | 3.7 | 0.8% | -4 | ? | .

Continued, overlapping the part above by 2 compounds.
SMILES | RXFP1 antag | D1 PAM | TRHR enhancer | D1 ag | TRHR ag | RXFP1 agonist | D1 antag | Apoferritin bind | D2 potentiator
COc1cc(OC)c(NC(=O)Nc2c(C)n(C)n(-c3ccccc3)c2=O)cc1Cl | -12 | 3 | 10 | 0 | 0.2 | 0.5% | 2 | -7% | -9
CCc1ccccc1NC(=O)c1cccc(N2C(=O)C3C4CCC(C4)C3C2=O)c1 (stereo unspecified) | -8 | -2 | -2 | 3 | 3.7 | 0.8% | -4 | ? | .
CCn1nnc2sc3c(c2c1=O)CCC(C)C3 (stereo unspecified) | 4 | -3 | -3 | 0 | -0.3 | 6.5% | 8 | -22% | -1
COCCN(CC(=O)Nc1cccc(C)c1C)C(=O)c1cc(-c2ccncc2)nc2ccccc12 | 1 | -1 | 30 | 0 | 0.1 | 3.4% | 1 | . | -5
c1ccc2c3c(cc(N4CCOCC4)c2c1)OC1(N2CCOCC2)CCCCC1O3 (stereo unspecified) | -3 | 4 | -8 | 0 | -0.7 | 3.3% | -2 | -16% | 17
COC(=O)c1ccc(NC(=O)c2c(Br)cnn2C)cc1 | 2 | -6 | -5 | 1 | -0.6 | 0.8% | 17 | -7% | 6
CCN(CC)S(=O)(=O)c1ccc2c(c1)N(CC(=O)NCc1ccccc1)C(=O)CS2 | -10 | -3 | -2 | 0 | 0.2 | 0.8% | 8 | 5% | -2
COc1ccc(CC(=O)N2CCc3cc(OC)c(OC)cc3C2)cc1 | -6 | -2 | -5 | 3 | -1.5 | 1.1% | -17 | -7% | -13
CC1(C)C(=O)Nc2ccccc2N1C(=O)COC(=O)Cn1cnc2ccccc2c1=O | -15 | 3 | 16 | 0 | -0.4 | 0.5% | 11 | 5% | 8
Cc1cc(N=Cc2c(O)n(-c3ccc(C)c(C)c3)c(=O)c3ccccc23)no1 | . | 8 | 14 | 1 | 0.2 | 0.5% | -12 | -3% | 2
CC(=O)Nc1ccc(S(=O)(=O)N(C)c2ccc(OCC(=O)OCC(=O)Nc3ccc(OC(F)F)cc3)cc2)cc1 | -13 | -1 | 0 | 8 | 0.9 | 2.8% | -17 | 22% | 0
CCOC(=O)c1ccc(N2C(=O)c3n[nH]c(-c4ccco4)c3C2c2ccc(OC)cc2OC)cc1 (stereo unspecified) | . | 3 | 10 | 3 | 1.1 | 5.0% | 5 | -20% | .
Cc1ccc(-n2nc(CC#N)c(C#N)c2N)cc1Cl | 11 | 0 | 1 | 0 | 0.7 | 0.0% | 6 | -4% | 1
CN1CCN(S(=O)(=O)c2ccc(N(C)Cc3ccc(OC(F)F)cc3)c([N+](=O)[O-])c2)CC1 | -2 | -6 | -5 | 11 | 0.9 | 0.1% | -39* | . | -3
CCC(CC)C(=O)NCCCN1CCOCC1 | -5 | 2 | 3 | 1 | 0.0 | 2.0% | 9 | -2% | 4
Cc1ccc(C)c(N2CCN(CCCNC(=O)Cn3ncc4c([nH]c5ccccc54)c3=O)CC2)c1 | -3 | 4 | 4 | -2 | 0.1 | 1.6% | -25 | 3% | -19
CCN(CC)C(=O)CSc1nnc(CNc2ccc(F)cc2)n1-c1ccccc1 | 12 | 3 | 2 | 1 | 0.2 | 0.5% | 5 | -1% | 10
COc1cccc(-c2cc(C(=O)N3CCN(S(=O)(=O)c4ccc(Br)cc4)CC3)[nH]n2)c1 | 5 | 0 | 9 | 3 | 0.7 | 0.0% | -14 | -6% | .
O=C(OCCN1CCN(C2=NS(=O)(=O)c3ccccc32)CC1)c1cccc(Br)c1 | -13 | -9 | -9 | 4 | 3.1 | -1.2% | 12 | -23% | -2
O=c1[nH]cnc2c1sc1nc(-c3ccccc3)c3c(c12)CCCC3 | 0 | -10 | -7 | 9 | 1.0 | 2.9% | -5 | -7% | 10
COc1cccc(NC(=O)C(Cc2ccccc2)NC(=O)C2CCC(C)CC2)c1 (stereo unspecified) | 1 | 0 | 1 | 1 | -0.5 | 1.0% | -8 | -20% | 10
CCOc1ccc(CNC23CN4CN(CN(C4)C2)C3)cc1 | 1 | -8 | -2 | 3 | 0.2 | 0.1% | -13 | -9% | -9
CCCCN(C)CCNC(=O)C1CCCN(S(=O)(=O)c2ccc3c(c2)oc(=O)n3C)C1 (stereo unspecified) | . | -2 | 0 | -1 | 0.4 | ? | 3 | 0% | -9
CC(C)(C)c1ccc(CN2N=Nc3ccccc3S2(=O)=O)cc1 | -9 | -3 | 7 | 3 | -1.0 | -0.5% | 20 | ? | 16
O=C(CCCc1ccccc1)N=C1SC2CS(=O)(=O)CC2N1c1ccccc1F (stereo unspecified) | -2 | 1 | 8 | 3 | 0.3 | -1.5% | -2 | -9% | 4
O=C(Nc1cccnc1)c1cc(F)cc(F)c1 | 1 | -4 | 0 | 2 | 0.5 | 4.2% | 4 | -4% | -2
COc1ccccc1C1CCN(c2cc(O)ccc2[N+](=O)[O-])CC1 | -11 | -4 | 9 | 6 | -1.3 | -2.1% | -18 | -6% | -1
Cc1nn(C(C)C(=O)NNC(=S)Nc2ccc(Cl)cc2)c(C)c1[N+](=O)[O-] (stereo unspecified) | 16 | 0 | 3 | -2 | 0.1 | -2.2% | . | -13% | 9
O=C(CCc1ccccn1)N1CCCC(N2CCN(c3ccc(F)cc3)CC2)C1 (stereo unspecified) | -8 | -7 | -8 | 3 | -0.3 | 0.2% | -16 | -7% | -9
S=C(Nc1ccccn1)NC1CCCC1 | -2 | -5 | -3 | 3 | -1.5 | -0.7% | -10 | ? | 2
COc1ccc(S(=O)(=O)N(C)c2ccc(C(=O)N3CCN(c4ccccc4)CC3)cc2)cc1OC | -8 | -2 | -4 | 2 | -1.4 | 0.2% | -10 | 10% | 0

Complete entries from above. Screens in order: RXFP1 antag | D1 PAM | TRHR enhancer | D1 ag | TRHR ag | RXFP1 agonist | D1 antag | Apoferritin bind | D2 potentiator
CCC(CC)C(=O)NCCCN1CCOCC1 as listed: -5 | 2 | 3 | 1 | 0.0 | 2.0% | 9 | -2% | 4
COC(=O)c1ccc(NC(=O)c2c(Br)cnn2C)cc1 as listed: 2 | -6 | -5 | 1 | -0.6 | 0.8% | 17 | -7% | 6
